Screening data (PubChem)
D2 antagonist – D2 dopamine receptor (human) antagonism | inhibition, % at 10 µM | 340,000 compounds, 2% hits | P14416 | AID 485344 | HEK293 TREx D2 cells, calcium flux, dopamine EC80; in the data active = inhibition above about 30%; note: 0% is about no effect
Target sequence (P14416 whole entry, looked up): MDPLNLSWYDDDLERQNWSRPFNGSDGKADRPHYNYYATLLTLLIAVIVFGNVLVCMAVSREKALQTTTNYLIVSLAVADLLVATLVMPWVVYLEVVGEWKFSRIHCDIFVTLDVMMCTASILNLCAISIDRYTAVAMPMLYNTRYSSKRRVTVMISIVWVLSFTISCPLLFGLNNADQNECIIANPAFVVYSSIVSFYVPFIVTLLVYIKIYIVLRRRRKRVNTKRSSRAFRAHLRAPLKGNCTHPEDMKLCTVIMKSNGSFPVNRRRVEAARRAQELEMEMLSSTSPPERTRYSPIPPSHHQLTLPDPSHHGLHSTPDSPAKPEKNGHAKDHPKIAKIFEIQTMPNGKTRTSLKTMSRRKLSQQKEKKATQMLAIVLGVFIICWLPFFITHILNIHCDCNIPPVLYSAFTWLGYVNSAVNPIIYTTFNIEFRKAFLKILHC
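Dopamine at EC80 is the agonist stimulus; test compounds precede it by 180 s. Calcium flux read kinetically in a force-coupled, inducible HEK293 T-REx D2 cell line.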
D2 ag – D2 dopamine receptor (human) agonism. P14416. activation, % at 2 µM. AID 485358. 340,000 compounds, 0.53% hits. HEK293 T-REx D2 cells, calcium flux agonist mode;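 active = activation over 3 SD above normal in the single-dose calcium agonist read, cut at about 30% in these data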; note: 0% is about no effect
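Agonism is scored from calcium flux in a force-coupled, inducible HEK293 cell line expressing D2, read kinetically for 180 s after compound addition against dopamine controls.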
Active calls of the source: *.

SMILES | D2 antagonist | D2 ag
CCNc1nc(Oc2ccc(C(=O)OCC)cc2)nc(N2CCOCC2)n1 | -12 | -0.2
CCOC(=O)N1CCC(NC(=O)Cn2c3ccccc3c3cn[nH]c(=O)c32)CC1 | -8 | 1.0
Cc1ccc(Cn2ccc(NC(=O)c3cc4nc5c(c(C(F)(F)F)n4n3)CCc3ccccc3-5)n2)cc1 | 2 | 0.7
CSCSC1=C(C#N)C(c2ccc(Cl)cc2)C(C(C)=O)=C(C)N1 (stereo unspecified) | 32* | 1.6
Cc1cc(C)nc(-n2nc(C)cc2NC(=O)c2cc(=O)c3ccccc3o2)n1 | 18 | 0.7
O=C1CC(=O)c2c1cccc2[N+](=O)[O-] | -4 | -0.1
CCOC(=O)N1CCC(NC(=O)c2ccc3c(c2)sc2nc(-c4cccc(OC)c4)cn23)CC1 | 14 | 0.4
Cc1c2c(n3c(nc4ccccc43)c1C#N)N(c1ccccc1)CC2 | -4 | 5.2
Cc1cc2ccccc2n2c(SCC(=O)N3CCN(C(=O)c4ccco4)CC3)nnc12 | -2 | 0.1
CCOc1ccc2nc(C)cc(Nc3ccc(N4CCOCC4)cc3)c2c1 | 6 | 0.8
CCOc1ccc(NC(=O)c2oc3ccccc3c2NC(=O)CC)cc1 | 0 | 0.0
COc1cccc2cc(-c3ccnc(=S)[nH]3)oc12 | 4 | -0.7
COC(=O)c1ccc(-c2nc3ccccc3o2)cc1 | 4 | -0.2
Cc1ccc(C2c3c(C)nn(-c4ccc([N+](=O)[O-])cc4)c3N=C3C(=O)Nc4ccccc4N32)cc1 (stereo unspecified) | -6 | 0.0
CCc1nc2c(c(=O)c3ccccc3n2C)c(=O)n1CCc1ccc(OC)cc1 | -4 | 1.1
COC(=O)C/C=C/[C@@H](C)[C@@H](/C=N/OC[C@H]1O[C@H](c2ccccc2)C=C[C@@H]1Oc1ccc(OC)cc1)NS(=O)(=O)c1ccc(C)cc1 | -14 | 2.1
COc1ccc(-n2cnc3cc(NS(=O)(=O)c4ccc(C)cc4)ccc32)cc1 | 1 | 0.5
CC1CCN(C(=O)c2cc(N3C(=O)C4C5CCC(C5)C4C3=O)ccc2Cl)CC1 (stereo unspecified) | -10 | -0.2
Cc1ccccc1C(=O)Nn1c(C)ccc1C | -13 | -0.4
O=C(Nc1ccc(F)c(F)c1)c1ccc(F)c(S(=O)(=O)N2CCOCC2)c1 | -9 | 0.5
CCCCC1=CC2=CC(=O)C(C)(OC(=O)c3cnc4ccccc4n3)C(=O)C2=CO1 (stereo unspecified) | 26 | 1.5
N#CC1=C(N)SC(N)=C(C#N)C1CCC1CCCCC1 | -16 | 1.8
COc1ccccc1C(C)NS(=O)(=O)c1cccs1 (stereo unspecified) | -2 | -0.3
Clc1cccc(CN2COc3c(cc(Cl)c4cccnc34)C2)c1 | -9 | 0.8
Cc1ccc(-n2c3c(cc(C(=O)Nc4cccc(C)n4)c2=O)C(=O)CCC3)cc1 | 15 | 0.5

Next section.
SMILES | D2 antagonist | D2 ag
COc1ccccc1NC(=O)Nc1nnc(-c2ccco2)s1 | 14 | -0.2
CCOC(=O)c1[nH]c2cc(OC)c(OC)cc2c1NC(=O)CN1CCN(c2ccc(OC)cc2)C(C)C1 (stereo unspecified) | -15 | -0.7
O=C(NCc1cccs1)C1CCCN1C(=O)Nc1ccc(Cl)cc1 (stereo unspecified) | 32* | 1.3
CCOC(=O)CC1C(=O)NCCN1c1nc2c(C)cccn2c(=O)c1/C=C1\SC(=S)N(CC(C)C)C1=O (stereo unspecified) | 19 | 33*
CCOC(=O)C1=c2/c(=C/c3ccccc3OC)c(N)c(C#N)n2C(=O)C(c2ccccc2OC)S1 (stereo unspecified) | -13 | 0.7
Cc1ccc2c(c1)c1c(n2CC(O)CN2CCOCC2)CCCC1 (stereo unspecified) | 6 | 1.4
NC[C@@]12CCCC1C1CCC2C1 (stereo partly specified) | -1 | 0.9
COc1ccc2c(c1)/C(=N/N1C(=O)c3ccccc3C1=O)C(=O)N2 | -10 | 0.4
COC(=O)C/C=C/[C@@H](C)[C@@H](/C=N/OC[C@H]1O[C@H](c2ccccc2)C=C[C@@H]1Oc1ccc(OC)cc1)OC | 8 | 1.8
O=[N+]([O-])c1ccc(-c2nnc(S)n2-c2ccccc2)cc1 | -10 | -0.6
Cc1ccc(NC(=O)CCNS(=O)(=O)c2cc(Br)cnc2N)c(Cl)c1 | -3 | -0.7
N#Cc1c(-c2ccco2)nc(SCC(=O)Nc2ccc(S(N)(=O)=O)cc2)[nH]c1=O | -1 | -0.7
Cc1ccc(C2C3=C(CCCC3=O)Nc3c2c(C)nn3-c2ccccn2)o1 (stereo unspecified) | 14 | -0.8
O=C(/C=C/c1ccc(Cl)cc1)NC(=S)NN1CCCCC1c1cccnc1 (stereo unspecified) | 8 | -1.2
Cc1ccc(C2C(C(=O)c3sc(C)nc3C)=C(O)C(=O)N2CCCN(C)C)o1 (stereo unspecified) | 5 | -1.0
O=C(NC(=O)c1ccccc1)NC1(C(F)(F)F)OCCO1 | 2 | 1.3
Cc1ccc2nc3sc(C(=O)Nc4ccc(N5CCOCC5)cc4)c(N)c3cc2c1 | 16 | 3.7
Cc1cc(Cl)ccc1OCC(O)CN1C(C)CCCC1C (stereo unspecified) | 31* | -0.3
CCn1cc(C(=O)O)c(=O)c2cc(F)c(N3CCN(S(=O)(=O)c4ccc(Br)cc4)CC3)cc21 | -6 | 0.1
CC(C)(C)NCCCOc1ccc(Cl)cc1C(C)(C)C | 2 | -0.2
Cc1ccc(NC(=O)c2cc3c(=O)oc4ccc(C)cc4c3s2)nc1 | -18 | 0.3
CC1(C(=O)Nc2cccc(C(F)(F)F)c2)CO1 (stereo unspecified) | 17 | 0.2
COc1cc(S(=O)(=O)Nc2ccccc2)ccc1N=Cc1c(C)[nH]n(-c2ccc(C)cc2)c1=O | 4 | 0.3
Cc1cc(=O)n(C)c(=O)n1CCCCCCOc1ccc([N+](=O)[O-])cc1 | 3 | 0.7
COc1ccc(CCNC(=O)CCN2C(=O)c3ccccc3C2=O)cc1OC | 3 | 1.2

2 compounds picked at random from those above:
SMILES | D2 antagonist | D2 ag
CCOc1ccc(NC(=O)c2oc3ccccc3c2NC(=O)CC)cc1 | 0 | 0.0
O=C1CC(=O)c2c1cccc2[N+](=O)[O-] | -4 | -0.1

Remaining list, next part.
SMILES | D2 antagonist | D2 ag
Cc1cccc(NS(=O)(=O)c2cc(NC(=O)CC(=O)c3ccc([N+](=O)[O-])cc3)ccc2C)c1 | -6 | 0.3
O=C(c1cnc2n(c1=O)CCS2)N1CCN(c2ccccc2Cl)CC1 | -11 | 0.6
CCCCC(=O)Nc1ccccc1C(C)C | -9 | 2.0
COc1ccc(-c2coc3c(CN4CCCCC4)c(O)c(CN4CCCCC4)c(O)c3c2=O)cc1 | 5 | -0.7
CCCOC(=O)c1ccc(Cl)c(NC(=O)c2cccnc2)c1 | 10 | 1.1
Cc1ccccc1C(C(=O)NC1CCCC1)N(C(=O)CNC(=O)c1ccco1)c1cccnc1 (stereo unspecified) | 51* | 0.7
COc1ccccc1-c1nn2c(-c3ccc(C(C)(C)C)cc3)nnc2s1 | 4 | 0.0
CCOc1cc(NC(=O)c2cnccn2)c(OCC)cc1NC(=O)c1ccc(OC)cc1 | 5 | 0.0
C/C(=C\c1ccco1)C1Nc2cccc3cccc(c23)N1 | -14 | 0.5
NC(=O)c1ccc(N=Nc2c(O)c3ccccc3[nH]c2=O)cc1 | -13 | -3.4
COc1cccc(C2=CC(c3ccc(C)cc3)n3ncnc3N2)c1 (stereo unspecified) | 7 | 1.3
Cc1nccc2[nH]c(=O)c(C(=O)NCCCN(C)C3CCCCC3)cc12 | -10 | -1.7
Cc1ccc(Nc2nc(N3CCN(C)CC3)nc(N)c2[N+](=O)[O-])cc1C | 4 | -0.5
COc1ccc(-c2csc(NC(=O)/C(N=Nc3ccccc3)=C(\C)O)n2)cc1 | -2 | -0.5
S=C(NCCc1ccccc1)N/N=C/C1CCCCC1 | 4 | -0.6
COC/C=C/C1=CC2=CC(=O)C(C)(OC(=O)c3cnc4ccccc4n3)C(=O)C2=CN1c1ccc(CO)cc1 (stereo unspecified) | 18 | 0.5
CCCC(=O)Nc1cc(-c2nnc(OC)c3ccccc23)ccc1N1CCCCC1 | -2 | -0.7
O=C(CCCN1C(=O)/C(=C/c2cccs2)SC1=S)Nc1ccc(O)c(C(=O)O)c1 | 5 | -0.2
CCOC(=O)Cn1nnnc1C(CC)N(Cc1cc2c(C)cc(C)cc2[nH]c1=O)C1CCCC1 (stereo unspecified) | -3 | -0.4
Cn1c(=O)n(CCN2CCOCC2)c(=O)c2c1nc1n2CCCN1c1ccccc1 | 4 | -0.2
O=C(c1ccc(Cn2c(=S)[nH]c3cc4c(cc3c2=O)OCO4)cc1)N1CCN(c2ncccn2)CC1 | 21 | -0.1
NC(=S)NNC(=O)c1cccc(Br)c1 | -21 | 0.1
CC1CCC(NC(=O)CN2C(=O)COc3ccc(S(=O)(=O)N4CCCC4)cc32)CC1 (stereo unspecified) | -2 | 0.2
CCN1C(=O)OC2(CCCCC2)C1(C)O (stereo unspecified) | 7 | 0.3
O=C(N/N=C/c1ccccc1O)c1cc(=O)[nH]c2ccccc12 | 7 | -0.1

Continuation:
SMILES | D2 antagonist | D2 ag
COc1cc(OC)cc(-c2cc3nc(C)cc(N4CCN(C(=O)c5ccco5)CC4)n3n2)c1 | -3 | 1.2
CC(C)[C@@]1(c2ccc(Cl)cc2)ON(c2ccccc2C(F)(F)F)C1=O | -4 | -0.4
Cc1nc(NC2=NC(C(=O)Nc3ccc(Cl)cc3)CC(=O)N2)nc2ccccc12 (stereo unspecified) | -7 | 0.4
CCOC(=O)c1c(NC(=O)N/N=C/c2ccc(O)c(OC)c2)sc(C(C)=O)c1C | -6 | -2.9
COC(=O)N1CCN(c2ccc(C)c(C)c2)CC1 | 4 | -0.4
CC1C/C(=C/c2ccco2)C(=O)/C(=C/c2ccco2)C1 (stereo unspecified) | -11 | 0.7
O=C(Nc1ccc(Cl)c([N+](=O)[O-])c1)Nc1nc2ccccc2s1 | 8 | 5.5
COc1ccccc1N1CCN(C(=O)CC2NC3CCCCC3NC2=O)CC1 (stereo unspecified) | 0 | 1.1
O=C1CC(c2ccccc2Br)c2cc3c(cc2N1)CCC3 (stereo unspecified) | -30 | -3.1
CC(=O)c1sc(NC(=O)COc2c(C)cc(Cl)cc2C)nc1C | -27 | 0.6
CC(C)[C@@]1(c2ccccc2)ON(c2ccccc2C(F)(F)F)C1=O | -3 | -0.7
O=C(Cc1ccc(Cl)cc1)NCc1nc(-c2ccccc2)no1 | 2 | 0.1
O=c1[nH][nH]c(=S)n1-c1ccccc1C(F)(F)F | 8 | 1.0
Cc1ccc(N=Nc2c(N)[nH]n3c(=O)c4c(nc23)CCCC4)cc1 | -15 | -0.2
CCN1C(=O)/C(=C2\SC(=S)N(CC3CCCO3)C2=O)c2ccccc21 (stereo unspecified) | 3 | 0.4
COc1ccc2nc(NC3=NCN(CC4CCCO4)CN3)nc(C)c2c1 (stereo unspecified) | 12 | 0.8
NC(=O)C1CCN(C(=O)c2ccc3c(=O)n(Cc4ccco4)c(SCC(=O)c4ccc(F)cc4)nc3c2)CC1 | 11 | 1.6
CC(=O)N1c2ccc3ccccc3c2C2C=CCC2C1c1ccc(Br)cc1 (stereo unspecified) | -6 | 2.9
CCCCNC(=O)c1c(N)n(/N=C/c2ccccn2)c2nc3ccccc3nc12 | 5 | 1.3
Cc1cc(C)n(C(=O)c2sc3cc(F)ccc3c2Cl)n1 | -5 | -1.2
COc1ccc(O[C@H]2C=C[C@@H](c3ccccc3)O[C@@H]2COC(=O)CC/C(C)=N/OC[C@@H](O)[C@H]2O[C@@H]3OC(C)(C)O[C@@H]3[C@H]2O)cc1 | 0 | 0.4
O=C(COc1ccc(Cl)cc1Cl)NC(=S)Nc1ccccc1C(=O)O | -13 | -2.9
Cc1cccn2c(=O)c3cc(C(=O)NCCN4CCOCC4)n(Cc4ccccc4)c3nc12 | -23 | 0.5
CCCOc1nc2c(c(=O)n(C)c(=O)n2C)n1CC | 12 | 0.6
CCn1c(=O)c(C2=NS(=O)(=O)c3ccccc3N2)c(O)c2ccccc21 | -14 | 0.1

Ordered by SMILES length (descending): some entries from above
SMILES | D2 antagonist | D2 ag
COc1ccc(O[C@H]2C=C[C@@H](c3ccccc3)O[C@@H]2COC(=O)CC/C(C)=N/OC[C@@H](O)[C@H]2O[C@@H]3OC(C)(C)O[C@@H]3[C@H]2O)cc1 | 0 | 0.4
CCOC(=O)c1c(NC(=O)N/N=C/c2ccc(O)c(OC)c2)sc(C(C)=O)c1C | -6 | -2.9
CCCCNC(=O)c1c(N)n(/N=C/c2ccccn2)c2nc3ccccc3nc12 | 5 | 1.3
O=C(Cc1ccc(Cl)cc1)NCc1nc(-c2ccccc2)no1 | 2 | 0.1
O=c1[nH][nH]c(=S)n1-c1ccccc1C(F)(F)F | 8 | 1.0
CCCOc1nc2c(c(=O)n(C)c(=O)n2C)n1CC | 12 | 0.6

Next structures:
SMILES | D2 antagonist | D2 ag
COC(=O)CCC(=O)OC1(C)C(=O)C=C2C=C(C3CC3)N(CC(C)C)C=C2C1=O (stereo unspecified) | 32* | 0.0
c1ccc2c(c1)nc(N1CCN(C3CCCCC3)CC1)c1nnnn12 | 6 | 0.4
O=C1c2ccccc2C(=O)N1c1cccc(-c2csc(Nc3ccc4c(c3)OCO4)n2)c1 | -12 | -1.0
CCCN1C(=O)/C(=C/c2c(N3CCNC(=O)C3CC(=O)OC)nc3c(C)cccn3c2=O)SC1=S (stereo unspecified) | 43* | 55*
COc1ccc(-c2cc(C(=O)OCC(=O)NC(C)(C)C)c3ccccc3n2)cc1 | -30 | 0.9
Cc1cccc(NC(=O)c2snc3c(=O)[nH]cnc23)c1 | -7 | -1.0

Some of the compounds tested (hit frequency here may not be typical).
